Compound activity from PubChem.
CXCR6 block: CXCR6 (human) receptor inhibition; CHO-K1 PathHunter CXCR6 beta-arrestin, luminescence; inhibition, % at 20 µM; 360,000 compounds, 0.36% hits; AID 602244; in the data active means inhibition above about 34%, passing the limit was not always enough;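 further: antagonist mode with CXCL16 agonist at 10 nM final; 0% = 10 nM CXCL16 with DMSO and 100% = unstimulated wells without agonist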
Mdm2-MdmX inh: human Mdm2/MdmX binding inhibition | O15151+Q00987 | SaOS-2 split-luciferase Mdm2/MdmX complementation, luminescence | inhibition, % at 8 µM | 330,000 compounds, 3% hits | AID 485346;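 active means inhibition of at least 50% at 8 µM in the primary screen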
EBI2 block: EBI2 (human) antagonism; P32249; 360,000 compounds, 0.81% hits; inhibition, % at 5 µM; EBI2 beta-arrestin recruitment, luminescence, 7a,25-OHC stimulated; AID 651636; in the data active means inhibition above about 38%;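 further: enzyme fragment complementation signal reports receptor beta-arrestin coupling in cells; 0% = agonist plus DMSO wells and 100% = wells without agonist; some results beyond the cut were filed as inactive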
Target sequence (P32249 whole entry, looked up, the tested form may be a part): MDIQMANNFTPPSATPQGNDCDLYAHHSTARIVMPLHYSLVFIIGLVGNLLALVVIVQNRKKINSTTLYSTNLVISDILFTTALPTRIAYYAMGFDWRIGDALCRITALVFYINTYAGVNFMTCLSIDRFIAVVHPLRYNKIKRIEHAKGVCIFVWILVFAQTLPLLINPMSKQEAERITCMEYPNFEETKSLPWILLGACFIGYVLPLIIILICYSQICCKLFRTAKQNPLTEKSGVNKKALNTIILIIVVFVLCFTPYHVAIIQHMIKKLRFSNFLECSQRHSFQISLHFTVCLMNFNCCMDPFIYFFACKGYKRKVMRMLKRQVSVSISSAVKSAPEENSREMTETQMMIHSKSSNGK
Jurkat NFkB inh: lowers PMA/ionomycin-induced NF-kB signal in Jurkat cells | 330,000 compounds, 0.53% hits | inhibition, % at 4 µM | PMA/ionomycin-induced NF-kB luciferase reporter, luminescence; in the data active means inhibition above about 50%
XBP1 UPR activ: adaptive UPR (XBP1) activation; AID 463104; CHO-XBP1 luciferase reporter, IRE1-XBP1 UPR activation, luminescence; percent of tunicamycin response, DMSO as zero; 330,000 compounds, 0.33% hits; activation, % at 20 µM;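 active means versus positive control, 20 µM dose yields 30% or more activation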;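 further: 100% = tunicamycin at 10 µg/mL and 0% = DMSO only wells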
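incubation = overnight seeding at 37 °C, 6 h compound treatment at 37 °C | assay system = CHO-XBP1 cells stably carrying IRE1-XBP1-driven luciferase reporter | input = 1000 cells per well | detection = luciferase luminescence | dosing = single point, 20 µM final compound, 1% DMSO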
Gli-Sufu antag: blocks Gli-Sufu signaling in a luciferase reporter; 340,000 compounds, 0.74% hits; inhibition, % at 5 µM; Sufu-KO-LIGHT fibroblasts, Gli luciferase reporter luminescence;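 active means inhibition above about 55%, limit read from the data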;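 further: 0% = DMSO-treated cells and 100% = wells with medium but no cells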
697 NFkB inh: lowers PMA/ionomycin-induced NF-kB signal in 697 B cells; inhibition, % at 4 µM; 330,000 compounds, 0.33% hits; 697 B-cell NF-kB luciferase reporter, 16 h; in the data active means inhibition above about 35%
CCR6 antag: CCR6 (human) receptor antagonism | P51684 | CHO-K1 CCR6 PathHunter beta-arrestin, luminescence, CCL20-stimulated | inhibition, % at 20 µM | 340,000 compounds, 0.49% hits | AID 493098;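 active means compounds whose inhibition of the agonist-driven luminescence signal at 20 µM reaches about 50%, limit read from the data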;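 further: cells stimulated with CCL20 at 14 nM final; plate controls were DMSO with CCL20 for no effect and DMSO without agonist for full effect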
Target sequence (P51684 whole entry, looked up): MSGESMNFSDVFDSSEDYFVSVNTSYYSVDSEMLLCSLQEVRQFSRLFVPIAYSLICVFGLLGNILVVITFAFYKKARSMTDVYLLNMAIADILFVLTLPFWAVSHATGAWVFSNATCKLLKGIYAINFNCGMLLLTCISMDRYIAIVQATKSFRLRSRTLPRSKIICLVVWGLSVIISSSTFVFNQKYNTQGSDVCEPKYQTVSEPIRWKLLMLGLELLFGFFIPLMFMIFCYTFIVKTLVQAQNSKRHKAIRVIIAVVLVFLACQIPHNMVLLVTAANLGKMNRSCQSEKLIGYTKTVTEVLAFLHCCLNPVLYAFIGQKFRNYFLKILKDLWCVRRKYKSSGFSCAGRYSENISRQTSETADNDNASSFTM
CHOP UPR activ: apoptotic UPR (CHOP) activation; CHO-CHOP luciferase reporter, luminescence; percent of tunicamycin response over DMSO baseline; activation, % at 10 µM; 330,000 compounds, 0.34% hits; AID 449763;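 active means at 10 µM dose, activation of 40% or more, normalized to positive control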;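 further: 100% = tunicamycin at 10 µg/mL and 0% = DMSO alone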
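System: CHO-CHOP luciferase reporter cell line | Buffer or medium: F12 medium containing 10% fetal bovine serum | Doses: One dose, 10 µM in 0.5% DMSO | Times: 6 h compound exposure at 37 °C after overnight seeding | Signal: Luciferase luminescence | Read-out: % activation vs tunicamycin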
Active calls of the source: *; / = not tested or not shown.

compound,CHOP UPR activ,CCR6 antag,Gli-Sufu antag,CXCR6 block,Jurkat NFkB inh,697 NFkB inh,EBI2 block,Mdm2-MdmX inh,XBP1 UPR activ
CCN(CC)C(=O)CSc1ncccc1-c1nc2ccccc2[nH]1,-2.7,9,21,-4,9,16,-2,18,-4
CCOC(=O)C1Oc2ccccc2C(c2ccc(F)cc2)=C1C(=O)OC (stereo unspecified),0.6,33,-1,12,/,-13,13,28,0
COc1ccc(C2(CNC(=O)c3ccc(OC)c([N+](=O)[O-])c3)CCCCC2)cc1OC,-2.2,12,5,-1,7,-8,10,2,-4
COc1ccc(S(=O)(=O)Nc2ccccc2OC)cc1N=Nc1c(O)[nH]c(=S)[nH]c1=O,-0.2,36,6,16,-10,21,10,11,0
C=CCn1c(SCC(=O)c2cc(C)n(CCOC)c2C)nc2sc(C)c(C)c2c1=O,-1.3,4,4,1,20,26,-5,22,3
CC(=O)Nc1ccc2c(c1)nc1n2CCSC1,1.1,6,-3,10,0,6,0,10,3
CCC(C(=O)Nc1ccncc1)c1ccccc1 (stereo unspecified),-1.6,14,7,-17,5,-9,1,23,-4
COc1ccc(-c2cc(C(=O)NCCCN3CCCC3=O)c3ccccc3n2)cc1OC,1.6,-1,0,0,-7,24,-2,9,1
Cc1ccc(OCCN2CCN(C(=O)CCC(=O)Nc3nnc(CC(C)C)s3)CC2)cc1,-1.3,2,7,-7,10,-36,4,26,-4
Cn1nnnc1SCc1ccc(C(=O)Nc2nccs2)cc1,0.8,8,-28,0,-36,5,1,-13,-1
COc1cc(OC)cc(C(=O)NC(=S)NNC(=O)[C@H]2C[C@@H]2c2ccccc2)c1,2.2,17,1,16,-1,-5,-2,-3,-4
COc1ccc(-n2nc([N+](=O)[O-])c(=NCc3ccc4c(c3)OCO4)n2O)cc1,5.7,-8,-23,-10,-56,-52,-19,-85,2
NCCCCCc1cn(CC(=O)NCCCCCCCCCCC(=O)N2CCNCC2)nn1,3.0,3,4,10,4,2,-15,-16,2
COC(=O)CSc1nc2nc(C)c(Br)cc2[nH]1,1.1,-1,-3,-6,21,0,-2,-23,4
CCOC(=O)CSc1nc2sc3c(c2c(=O)n1-c1ccc(C)cc1)CCN(C)C3,1.5,18,2,4,-10,-13,0,8,0
N#Cc1c(SCC(N)=O)nc2c(c1-c1ccncc1)CCCC2,-1.8,4,23,-1,5,4,-4,4,-1
O=C1C(=Cc2cccs2)Oc2ccccc21,/,11,-5,7,/,/,8,/,/
CC(C)(C)c1ccc(C(=O)C2CCCN(C(=O)C3CCOCC3)C2)cc1 (stereo unspecified),2.5,-8,7,5,4,-3,-3,7,-2
c1csc(-c2nn3cnnc3c3ccccc23)c1,-1.3,6,0,4,8,3,-7,18,2
COC(=O)[C@]1(C)N[C@H](CN(C)S(=O)(=O)c2ccc(F)cc2)[C@@H]2C(=O)N(C)C(=O)[C@@H]21,-0.2,7,-1,12,-6,-5,-5,-3,-2
FCCCOc1ccc(/C=N/OCc2c(Cl)cccc2Cl)cc1,4.1,-1,-15,-1,-6,-11,35,15,-3
CC1CC(C)CN(C(=O)C2CCCN(S(=O)(=O)c3cccc4nonc34)C2)C1 (stereo unspecified),0.6,9,0,-3,3,-4,9,5,-3
CC(C)c1nnc(NC(=O)CCC(=O)N2CCN(C3CCCCC3)CC2)s1,1.6,-5,11,-2,12,8,-1,-10,-5
CCOC(=O)c1[nH]c(C)c(/C(C)=N\O)c1C,/,16,-6,3,/,/,-10,/,/
Cc1cc(C)c[n+](CC(=O)c2ccc(-c3ccccc3)cc2)c1,0.0,-1,48,-6,-9,10,-4,-2,-1
COc1ccc(C(=O)NCC(=O)NCC(=O)OCc2ccc(Br)cc2)cc1,0.0,-1,-6,-2,4,11,-4,-42,-2
CN(C(=O)Cn1c(Cl)nc2c1c(=O)n(C)c(=O)n2C)C1CCS(=O)(=O)C1 (stereo unspecified),2.1,-4,-10,4,19,-13,-1,-7,-2
Cc1cc(C)n2nc(SCC(=O)N3CCC(C)CC3)nc2n1,-1.4,0,1,-2,4,13,-8,13,-3
CCOC(=O)C1(Cc2ccccc2C)CCCN(C(=O)CN2CCCCC2=O)C1 (stereo unspecified),1.6,-1,-1,4,0,17,-11,-19,-5
CC(C)(C)C1CCc2c(C(=O)NNC(=O)CCCC(=O)O)csc2C1 (stereo unspecified),-1.1,-8,3,-9,-5,7,-5,0,-1

Limited to CHOP UPR activ, CXCR6 block and XBP1 UPR activ, for some of the entries so far:
SMILES | CHOP UPR activ | CXCR6 block | XBP1 UPR activ
N#Cc1c(SCC(N)=O)nc2c(c1-c1ccncc1)CCCC2 | -1.8 | -1 | -1
O=C1C(=Cc2cccs2)Oc2ccccc21 | / | 7 | /

Additional results
compound,CHOP UPR activ,CCR6 antag,Gli-Sufu antag,CXCR6 block,Jurkat NFkB inh,697 NFkB inh,EBI2 block,Mdm2-MdmX inh,XBP1 UPR activ
Cc1nc(NS(=O)(=O)c2ccccc2)sc1NC(=O)Nc1ccc(Cl)cc1,-0.6,-12,-5,-11,6,2,-13,15,-2
Cc1cccc(C)c1NC(=O)NN1C(C)CCCC1C (stereo unspecified),0.3,4,7,-6,0,-7,-2,-22,-1
CCCN1C(=O)c2cc(C(=O)NC3CCCC3)ccc2C1O (stereo unspecified),1.0,1,-3,6,-8,-1,2,7,-4
O=S(=O)(c1cccc(C(F)(F)F)c1)N1CCN(C(=S)NCc2ccco2)CC1,-1.2,10,-2,-20,-13,10,-13,9,-5
COCCNC(=S)N(CCO)Cc1cc2cc3c(cc2[nH]c1=O)OCCO3,3.2,-4,-9,-10,8,8,5,20,-2
Cc1c(Cl)c([N+](=O)[O-])nn1CC(=O)N1CCN(Cc2ccccc2)CC1,-0.5,0,-1,2,1,-23,2,13,-2
Cc1cc(C)c(C(=O)COC(=O)Cn2c(C)csc2=O)cc1C,2.9,8,0,3,7,-3,-2,7,-1
COC(=O)c1cc(-c2ccc(Br)cc2)c2c(=O)n(C)c(=O)n(C)c2n1,1.0,4,12,11,3,12,-5,72*,-2
CN(C)c1ccc(N=c2sc3ccccc3n2C)cc1,4.3,-1,28,5,-108,-49,17,-56,1
CCCC[C@@H]1CNCCN1CCc1cccc(F)c1,-1.5,10,19,-3,0,14,7,26,2
CCOc1ccc(NC(=O)N2CCN(CC)CC2)cc1,-1.6,-12,-3,2,-6,-1,-2,-11,1
Cc1ccc2nc(N3CCN(C(=O)CCC(=O)O)CC3)nc(-c3ccccc3)c2c1,-1.1,-8,-2,2,-2,-2,3,8,1
O=S(=O)(c1ccccc1)c1nc(-c2ccccc2)oc1N1CCCC1,1.9,3,-7,5,6,7,16,23,-1
COc1ccccc1C(=O)Nc1ccc(S(=O)(=O)N2CCC(C)CC2)cc1,3.0,14,17,4,25,-10,7,12,-2
COc1ccc(CNC(=O)C/C(C)=N/NC(=O)c2ccccc2OC)cc1,1.4,5,36,-2,-6,-6,-1,13,-3

Compound profiles, as listed above:
N#Cc1c(SCC(N)=O)nc2c(c1-c1ccncc1)CCCC2 as listed: CHOP UPR activ: -1.8; CCR6 antag: 4; Gli-Sufu antag: 23; CXCR6 block: -1; Jurkat NFkB inh: 5; 697 NFkB inh: 4; EBI2 block: -4; Mdm2-MdmX inh: 4; XBP1 UPR activ: -1
CN(C)c1ccc(N=c2sc3ccccc3n2C)cc1 as listed: CHOP UPR activ: 4.3; CCR6 antag: -1; Gli-Sufu antag: 28; CXCR6 block: 5; Jurkat NFkB inh: -108; 697 NFkB inh: -49; EBI2 block: 17; Mdm2-MdmX inh: -56; XBP1 UPR activ: 1

The results go on:
compound,CHOP UPR activ,CCR6 antag,Gli-Sufu antag,CXCR6 block,Jurkat NFkB inh,697 NFkB inh,EBI2 block,Mdm2-MdmX inh,XBP1 UPR activ
COc1ccc(C(=O)Nc2ccc(C)cn2)cc1S(=O)(=O)N1CCCc2ccccc21,0.8,8,-7,-1,-12,-12,9,26,-5
CC(=O)c1c(C)[nH]c(C(=O)Nc2cccc(C#N)c2)c1C,2.2,9,-18,5,-24,-7,-3,12,1
O=S(=O)(c1ccccc1)N1CCN(c2nnnn2-c2ccccc2)CC1,0.4,1,4,-3,-9,-8,-4,-48,-1
CC(C)(C)NC(=O)NC(=O)COC(=O)c1cccc(S(=O)(=O)N2CCCCC2)c1,3.1,20,8,-8,2,-9,16,-15,2
COc1cc(C)ccc1OC(C)C(=O)Nc1ccc(N2CCCCC2)cc1 (stereo unspecified),1.1,-2,-17,3,1,-6,1,24,0
CC(=O)Nc1ccc(SCC(=O)Nc2sccc2C#N)cc1,1.7,6,7,7,-16,9,-1,4,0
CC(C)(C)NC(=O)CN(C(=O)CS(=O)CC(=O)Nc1ccc(F)cc1)c1ccccc1F (stereo unspecified),-2.2,5,17,-8,3,12,-5,8,-4
CCN=C1SCC(=O)N1c1ccc(OC)cc1,0.4,17,1,6,-2,15,3,21,2
COc1ccc(-c2nnc(SCC(=O)NCCC(C)C)nc2-c2ccc(OC)c(OC)c2)cc1OC,1.7,15,9,-2,2,15,-10,24,-2
CCOC(=O)C1CCCN(C(=O)c2ccc([N+](=O)[O-])cc2)C1 (stereo unspecified),2.1,2,-7,-1,11,-15,-2,19,1
Cc1onc(-c2ccccc2Cl)c1C(=O)Nc1ccc(S(=O)(=O)Nc2nccs2)cc1,-0.9,-2,1,4,18,5,-4,13,-2
CC(=O)NC1C(OCc2ccccc2)OC(COC(C)=O)C(OC(C)=O)C1OC(C)=O (stereo unspecified),-1.3,9,-7,-3,-11,10,-2,12,-3
COc1ccc(OC)c(N/C(C)=C/C(=O)c2ccccc2)c1,6.9,13,-78,-8,-120,-91,13,-129,1
Cc1onc(-c2ccccc2)c1C(=O)Nc1nnc(N2CCCCCC2)s1,2.3,7,4,-5,3,0,-9,5,0
